Compound activity (PubChem BioAssay)
14-3-3 PPI – 14-3-3 gamma protein interaction modulation; FP, 14-3-3gamma / TMR-pS259-Raf peptide binding; P61981; actives 0.19% (n = 160,000); inhibition, % at 40 µM; in the data active means inhibition above about 30%;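 further: 0% = protein plus tracer without compound and 100% = blank with tracer alone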
Target sequence (P61981 whole entry, looked up): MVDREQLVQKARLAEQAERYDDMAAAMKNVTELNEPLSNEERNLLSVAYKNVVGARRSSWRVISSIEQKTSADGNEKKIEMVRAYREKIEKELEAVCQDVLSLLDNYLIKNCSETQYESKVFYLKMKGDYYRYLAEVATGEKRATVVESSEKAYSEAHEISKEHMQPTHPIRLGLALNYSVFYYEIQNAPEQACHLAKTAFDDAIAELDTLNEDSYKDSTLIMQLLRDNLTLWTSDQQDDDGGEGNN
Active calls of the source: *; & = joins results of further samples. An excerpt. The share of hits here may be higher or lower than overall.

14-3-3 PPI	structure
-5	Cn1c(=O)nc2n(-c3cccc(C(F)(F)F)c3)c3ccccc3cc-2c1=O
3	COc1cc(S(=O)(=O)N2CCN(c3ccccc3F)CC2)c(OC)cc1Cl
-9	Cc1ccc(Nc2c(-c3ccncc3)nc3ccc(C)cn23)cc1
-78	COc1ccc(N=c2oc3c(C)ncc(COC(C)=O)c3cc2C(=O)Nc2cccc(C(F)(F)F)c2)c(OC)c1
4	CCOC(=O)c1ccc(N2C(=S)NC3CC2(C)Oc2ccc([N+](=O)[O-])cc23)cc1 (stereo not drawn)
15	O=[N+]([O-])c1ccccc1S(=O)(=O)N1CCN(Cc2ccccn2)CC1
3	CCC(=O)Oc1ccc(C/C(=N\O)c2ccc(O)cc2O)o1
13	CC1CCC(NC(=O)c2ccc(CNS(=O)(=O)c3ccc(F)cc3)cc2)CC1 (stereo not drawn)
6	CC(=O)C1C(c2ccc(C)cc2)NC(=O)NC1(O)C(F)(F)F (stereo not drawn)
-4	O=C(C1CCC(CNS(=O)(=O)c2ccc(Br)s2)CC1)N1CCN(c2ccc(F)cc2)CC1 (stereo not drawn)
0	Cc1ccc(-n2nc3c(c2NC(=O)c2cc(Cl)ccc2[N+](=O)[O-])CSC3)c(C)c1
-1	O=C1c2ccccc2C(Nc2ccc3c(c2)OCCO3)N1Cc1ccco1 (stereo not drawn)
-1	Cc1nnc2n1N=C(c1ccc([N+](=O)[O-])cc1)CS2
-5	Cc1ccc(C(=O)c2sc3nc(C)ccc3c2N)c(C)c1
-4	Cc1ccc(NC(=O)CSc2nc3ccccc3c(=O)n2-c2ccccc2C)c(C)c1
-262	CCCC[n+]1c(C=Cc2ccc(N(C)C)cc2)sc2ccc(OC)cc21
-3	CC(Sc1nnnn1C)C(=O)Nc1ccc(N2CCOCC2)cc1 (stereo not drawn)
12&2	O=C(O)CC1(c2ccccc2)C(=O)c2ccccc2C1=O
-3	Cc1ccccc1-c1nc(CS(=O)CC(=O)NCCN2CCN(Cc3ccccc3)CC2)c(C)o1 (stereo not drawn)
-15	CCOC(=O)c1ccc(NC2=C(Cl)C(=O)N(c3ccc(C)c(Cl)c3)C2=O)cc1
-4&3	CC(=O)c1c(C)[nH]c(C(=O)NC2CCCCC2)c1C
-13	Cc1ccc(C(C)C)c(OCC(=O)NCCc2nc3ccccc3[nH]2)c1
-3	Cc1ccccc1NC(=O)NCCN1C(=O)C2C3C=CC(C3)C2C1=O (stereo not drawn)
-86	C=CCn1c(N)c(-c2nc3ccccc3[nH]2)sc1=S
-10	O=C(C1CCC(CNS(=O)(=O)c2ccccc2)CC1)N1CCOCC1 (stereo not drawn)
-8	Cc1cc(N2CCC(C(=O)N3CCN(c4cccc(C)c4C)CC3)CC2)n2ncnc2n1
9	Cc1cc(NC(=O)Cn2c(=O)c3c(ncn3CC(C)C)n(Cc3ccccc3)c2=O)no1
-10	O=C(CSc1nc(-c2ccccc2)cc(=O)[nH]1)NC1CCCCC1
8	CCCCOc1ccc(C(=O)Oc2ccc(C#N)cc2)cc1
4	O=C(O)C1CCCN1S(=O)(=O)c1ccc([N+](=O)[O-])cc1 (stereo not drawn)

Later entries:
14-3-3 PPI	structure
0	Cc1ccn2c(Nc3ccccc3C)c(-c3ccccn3)nc2c1
4	Cc1ccn2cc(CNS(=O)(=O)c3ccc4c(c3)OCCO4)nc2c1
-18&-7	Cc1ccc(OCC(=O)NCc2ccccn2)c(Br)c1
-6	COC(=O)c1c(NC(=O)CSc2ncnc3sc4c(c23)CCCC4)sc2c1CCC2
7	Cc1ccc(-c2cc(C(F)(F)F)n3ncc(C(=O)Nc4cc(C)cc(C)c4)c3n2)cc1
2	O=C(CCC1CCCC1)Nc1ccc(Cc2ccncc2)cc1
-6	CC1CN(CC(=O)Nc2ccc(S(N)(=O)=O)cc2)CC(C)O1 (stereo not drawn)
0	Cc1cc(SCC(=O)Nc2ccc(Cl)cc2)nc2ccccc12
-7	CCOC(=O)C1=C(C)OC(N)=C(C(=O)OCC)C1c1cccnc1 (stereo not drawn)
-16	O=C(Cc1csc(Nc2nc(=S)[nH]c3ccccc23)n1)NCc1cccc(Cl)c1
-5	CCOc1ccc(-n2c(SCC(=O)OCc3ccccc3)nc3c(c2=O)SCC3)cc1
-1	Cc1cccc2nc(CSCc3ccco3)cn12
-1	COc1ccccc1NC(=O)CSc1nc2ccccc2c(=O)n1C1CCCC1
3	CCOc1ccc(S(=O)(=O)N(CC(=O)Nc2ccccc2F)c2ccccc2)cc1
-12	Cc1ccc(-n2cc(-c3ccc4c(c3)OCO4)[nH]c2=O)cc1
-1	O=C(CSc1nc2ccccc2c(=O)n1Cc1cccs1)NC1CCCCC1
-1	CCOC(=O)C1=CN(C(C)C)C=C(C(=O)OCC)C1c1ccc(F)cc1
2	COc1ccc(NC(=O)C2CCN(S(=O)(=O)c3cccc4cccnc34)CC2)cc1OC
-4	CC1=C(C(=O)Nc2ccc(F)cc2)C(c2ccc(F)cc2)C2=C(CCCC2=O)N1 (stereo not drawn)
-7	CSc1ccc(C=Nc2c(-c3ccco3)nc3ccccn23)cc1
-7	Nc1ccccc1-c1nnc(SCc2ccccc2)[nH]c1=O
2	CCCOc1cc(CN2CCCCC2)cc(C(C)=O)c1
1	Cc1ccc(N=Cc2ccc3c(c2)OCO3)c(Br)c1
-17	CCOC(=O)c1c(NC(=O)C(C)Oc2ccc(Cl)cc2C)sc(C(N)=O)c1C (stereo not drawn)
-16	CC(=O)Nc1nc(C=C(Cl)Cl)cs1
0	CN(CC(=O)NCCc1ccc(Cl)cc1)S(=O)(=O)c1cccs1
-12	Cc1cc(=O)[nH]c(N2CCN(c3cccc(Cl)c3)CC2)n1
-3	COc1ccc(-c2csc(N(CC3CCCO3)C(=O)c3ccco3)n2)cc1 (stereo not drawn)
-1	CN1CCN(Cc2cc(=O)oc3ccc(Cl)cc23)CC1
-10	O=C(NCc1ccccn1)c1cc(-c2ccncc2)nc2ccccc12

Not a retest: 3 of the compounds above.
14-3-3 PPI	structure
-3	COc1ccc(-c2csc(N(CC3CCCO3)C(=O)c3ccco3)n2)cc1 (stereo not drawn)
-1	CN1CCN(Cc2cc(=O)oc3ccc(Cl)cc23)CC1
-10	O=C(NCc1ccccn1)c1cc(-c2ccncc2)nc2ccccc12

Further compounds:
14-3-3 PPI	structure
-14	CCC(=O)N1CCc2cc(Br)cc(S(=O)(=O)CCC(=O)N3CCN(c4ccc(F)cc4)CC3)c21
-3	CCOc1ccc2nc(Nc3nc(C)c(CC)c(=O)[nH]3)nc(C)c2c1
1	Cc1cc(C)c2c(=O)[nH]c(SCc3ccc([N+](=O)[O-])cc3)nc2n1
-2	CCOC(=O)C(C)Sc1nc(-c2cccs2)nc2c1c(=O)n(C)c(=O)n2C (stereo not drawn)
3	CC(C)C(=O)Nc1cccc(C(=O)Nc2nccs2)c1
3	Cc1ccc(-n2ncc3c(N4CCN(c5ccccc5)CC4)ncnc32)c(C)c1
-2&-9	O=C(O)c1ccc2c(c1)C(=O)N(c1cc(C(=O)O)ccc1Br)C2=O
-10&-6	Cc1cn([C@H]2C=C[C@@H](CO)O2)c(=O)[nH]c1=O
-15	O=C(Nc1ccc(F)cc1)C(NS(=O)(=O)c1cccs1)c1ccccc1 (stereo not drawn)
14	C=CCN(c1ccc(C(=O)N2CCCC2)cc1)S(C)(=O)=O
-9	O=C(Nc1ccc2c(c1)OCCO2)c1ccc(NC(=O)C2CCCO2)cc1 (stereo not drawn)
2	Cc1ccccc1CN1CCN(CC(=O)NC(C)CCc2ccccc2)C1=O (stereo not drawn)
-7	CC(C)(C)c1cn2c3ccccc3n(CCN3CCOCC3)c2n1
-6	O=C(Oc1ccccc1OC(=O)N1CCOCC1)N1CCOCC1
2	COc1ccc(C(=O)CSc2nc3ccccc3[nH]2)c(OC)c1
5	COc1cc(C)nc(OCCNC(=O)COc2ccc(Cl)cc2Cl)n1
6&7	CN(CCOC(=O)c1ccc2c(c1)OCCO2)Cc1ccccc1
-24	O=C(NCc1ccco1)c1c2c(nc3ccccc13)CCC2
0	CC1(C)CC(=O)C(C=NCCN2CCN(C(=O)C34CC5CC(CC(C5)C3)C4)CC2)=C(O)C1
3	CCSc1nnc2c(n1)OC(c1cc(Cl)ccc1OC(C)=O)N(C(C)=O)c1ccccc1-2 (stereo not drawn)
-10	COC(=O)C1=C(C)NC2=C(C(=O)CC(c3ccc(OC)c(OC)c3)C2)C1c1cc(OC)ccc1OC (stereo not drawn)
-12	COC(=O)c1sc2nc(C(F)(F)F)cc(C)c2c1N
10	CSc1nc(C)cc(C)c1CNC(=O)c1cccc([N+](=O)[O-])c1C
-5	O=C(CC1Oc2ccccc2NC1=O)NCCCN1CCN(Cc2ccccc2)CC1 (stereo not drawn)
4	COc1ccc(C)cc1S(=O)(=O)N(CC(=O)O)c1ccc(C)cc1
-11	O=C(Nc1nc(-c2ccc([N+](=O)[O-])cc2)cs1)c1cccnc1Cl
0	NCCCCCCNS(=O)(=O)c1cccc2c(Cl)cccc12
-3	Cc1ccccc1-n1nc2c(c1NC(=O)CCC1CCCC1)CS(=O)(=O)C2
6	COC(=O)C(Cc1ccc(O)cc1)NC(=O)C(C)Oc1ccccc1 (stereo not drawn)
-13	O=C(CSc1nc2ccccc2o1)c1cccc([N+](=O)[O-])c1

Structures above with a Cl atom:
14-3-3 PPI	structure
3	COc1cc(S(=O)(=O)N2CCN(c3ccccc3F)CC2)c(OC)cc1Cl
0	Cc1ccc(-n2nc3c(c2NC(=O)c2cc(Cl)ccc2[N+](=O)[O-])CSC3)c(C)c1
-15	CCOC(=O)c1ccc(NC2=C(Cl)C(=O)N(c3ccc(C)c(Cl)c3)C2=O)cc1
0	Cc1cc(SCC(=O)Nc2ccc(Cl)cc2)nc2ccccc12
-16	O=C(Cc1csc(Nc2nc(=S)[nH]c3ccccc23)n1)NCc1cccc(Cl)c1
-17	CCOC(=O)c1c(NC(=O)C(C)Oc2ccc(Cl)cc2C)sc(C(N)=O)c1C (stereo not drawn)
-16	CC(=O)Nc1nc(C=C(Cl)Cl)cs1
0	CN(CC(=O)NCCc1ccc(Cl)cc1)S(=O)(=O)c1cccs1
-12	Cc1cc(=O)[nH]c(N2CCN(c3cccc(Cl)c3)CC2)n1
-1	CN1CCN(Cc2cc(=O)oc3ccc(Cl)cc23)CC1
5	COc1cc(C)nc(OCCNC(=O)COc2ccc(Cl)cc2Cl)n1
3	CCSc1nnc2c(n1)OC(c1cc(Cl)ccc1OC(C)=O)N(C(C)=O)c1ccccc1-2 (stereo not drawn)
-11	O=C(Nc1nc(-c2ccc([N+](=O)[O-])cc2)cs1)c1cccnc1Cl
0	NCCCCCCNS(=O)(=O)c1cccc2c(Cl)cccc12

Following part.
14-3-3 PPI	structure
-4	Cn1nnc2cc(C(=O)NC3CCCCC3)ccc21
-8	CCN(C(=O)c1cc2cc3ccc(OC)cc3nc2o1)c1cc(C)ccc1C
-6	CCCCNC(=O)CSc1cc(=O)n(C)c2ccccc12
5	CC(C)c1ccc(NC(=O)CN(c2cc(C(F)(F)F)ccc2Cl)S(C)(=O)=O)cc1
-1	O=S(=O)(c1ccc(Cl)cc1)N(CCCN1CCOCC1)Cc1cccs1
-15	COc1ccccc1NC(=O)c1ccc(SCC(=O)NC2CCCCC2)c([N+](=O)[O-])c1
11	O=C(C1CCCN(S(=O)(=O)c2cnc[nH]2)C1)N1CC(=O)N(CCc2ccccc2)C(=O)C1 (stereo not drawn)
0	Clc1ccc(C=Nc2cc(Br)c3c(c2)OCCO3)cc1
-11	Cc1ccc(Cl)cc1N1CCN(C(=O)Cc2ccc(-n3c(=S)[nH]c4ccccc4c3=O)cc2)CC1
-6	COC(=O)c1cc(C(=O)Nc2ccccn2)cc([N+](=O)[O-])c1
0	Cc1n[nH]c(C)c1S(=O)(=O)N1CCN(C(=O)c2ccco2)CC1
-1	c1ccc2c(c1)CCOC2CNCCCN1CCCCC1 (stereo not drawn)
-2	CC1=C(C(=O)OCC(C)C)C(c2cccc(F)c2)C2=C(CC(c3ccccc3)CC2=O)N1 (stereo not drawn)
-2	Cc1cccc(CN2CCN(CC(=O)NC3CCCC(C)C3C)C2=O)c1 (stereo not drawn)
0	CC(=O)N1CCC(Nc2ccc(C)cc2)CC1
-11&-15	COc1ccc2c(c1)CCc1c(C(=O)N3CCCCCC3)noc1-2
-7&-13	Cc1cc(NC(=O)c2cc3n(n2)C(C(F)(F)F)CC(c2ccco2)N3)no1 (stereo not drawn)
-8	CCOc1ccc(NC(=O)c2nn(C)cc2Br)cc1
6	CCN(C=Nc1sc2c(c1C#N)CC(C)(C)NC2(C)C)CC
-5	CCC1(C)Cc2c(c(=O)n(-c3ccccc3)c3ncnc(N)c23)CO1 (stereo not drawn)
-13	CCOC(=O)c1c[nH]c2ccc(C(C)C)cc2c1=O
4	Nc1cc(=O)[nH]c(SCCOc2ccccc2)n1
0	CSc1ccc(CN2CCC(N3CCN(CCO)CC3)CC2)cc1
-3	CSc1nc2ccc(NC(=O)CCc3ccccc3)cc2s1
-54	CCOC(=O)c1c(NC(=O)c2cc(-c3cccc(OC)c3)nc3ccccc23)sc(C)c1C
1	C[N+](C)(C)CCC(=O)c1cccc2ccccc12
-7&-24	O=C(CCc1nc(-c2cccs2)no1)Nc1cnc2ccccc2c1
4	O=C(O)c1ccc2c(c1)C(=O)N(c1ccc(Sc3ccc([N+](=O)[O-])cc3)cc1)C2=O
-7	COc1ccc2c(c1)[nH]c1c(=O)n(CC3CCCO3)cnc12 (stereo not drawn)
-4	CCOC(=O)c1c(C2CC2)csc1NC(=O)CSCc1c(C)noc1C

Later entries.
14-3-3 PPI	structure
4	Cn1c(=O)[nH]c(=O)c2c1nc(NCCc1ccccc1)n2CC(O)COc1ccccc1 (stereo not drawn)
5	CC(CN1C(C)CCCC1C)OC(=O)c1ccccc1Br (stereo not drawn)
-9	Oc1ccc(C(c2nnnn2C2CCCC2)N2CCc3ccccc3C2)cc1 (stereo not drawn)
-2	Cc1cc(Cl)ccc1OCCCC(=O)NO
-27	Cn1c(C(=O)Nc2cccc(C(F)(F)F)c2)cc2c(=O)oc3ccccc3c21
-11	O=C1C(=O)N(CCN2CCOCC2)C(c2cccnc2)/C1=C(\O)c1ccc(Br)cc1 (stereo not drawn)
3	CCc1ccc(-c2nc(CSCC(=O)N3CCN(c4ncccn4)CC3)c(C)o2)cc1
-1	C=CCOC(=O)C1=C(C)NC2=C(C(=O)CCC2)C1c1cc(OC)c(OC)cc1[N+](=O)[O-] (stereo not drawn)
-7	Cc1csc(NC(=O)CCn2c(=O)sc3ccccc32)n1
